Compound activity: PubChem BioAssay, National Center for Advancing Translational Sciences (NCATS)
ALDH1A1 inh: inhibitors of human aldehyde dehydrogenase 1A1 | Purified ALDH1A1, NADH fluorescence, propionaldehyde substrate | Potency, µM (titrated, usually from 75.3 µM), inactives show at the highest dose activity, negative = inhibition, usual class: inhibitors | 7.3% of 220,000 active | AID 1030; active = well fitted inhibition curve with a large enough effect, not every such curve was filed as active; inconclusive = small, poorly fitted or top-dose-only effect, or another doubt; inactive = no such curve, though single readings can be large or run the other way;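 also: plate controls were no enzyme wells and a reference inhibitor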
Target sequence (P00352 whole entry, looked up): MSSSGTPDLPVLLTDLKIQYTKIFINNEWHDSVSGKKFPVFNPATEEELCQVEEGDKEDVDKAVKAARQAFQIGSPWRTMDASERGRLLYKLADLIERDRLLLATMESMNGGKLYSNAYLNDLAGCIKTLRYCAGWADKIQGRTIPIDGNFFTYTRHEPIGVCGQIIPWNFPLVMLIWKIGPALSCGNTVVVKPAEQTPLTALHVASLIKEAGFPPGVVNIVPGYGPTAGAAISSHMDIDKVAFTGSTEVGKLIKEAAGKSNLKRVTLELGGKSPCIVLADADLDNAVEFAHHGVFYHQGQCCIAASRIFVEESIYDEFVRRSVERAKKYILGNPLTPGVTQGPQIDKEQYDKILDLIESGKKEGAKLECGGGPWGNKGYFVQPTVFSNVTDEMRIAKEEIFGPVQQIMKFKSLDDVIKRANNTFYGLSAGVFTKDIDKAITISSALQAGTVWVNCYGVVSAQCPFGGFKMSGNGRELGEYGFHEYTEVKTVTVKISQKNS
aGal spleen mod: inhibits or activates alpha-galactosidase in human spleen homogenate; P06280; human spleen homogenate, 4MU-alpha-Gal fluorescence, 40 min; Potency, µM (series often up to 80 µM), inactives show at the top dose activity change, negative = inhibition, usual class: inhibitors; 0.008% of 240,000 active;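 also: 0% = enzyme with vehicle and -100% = no enzyme basal signal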
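Fluorogenic readout (Ex 365/Em 440 nm) of 4-methylumbelliferone released from 1 mM 4-MU-alpha-galactoside by spleen homogenate, 40 min at 37C, pH 5.0. Data normalized to no-enzyme and enzyme controls; Hill-equation AC50 from compound titrations.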
GAA spleen mod: inhibits or activates alpha-glucosidase in human spleen homogenate; P10253; human spleen homogenate, 4-MU-alpha-glucoside fluorescence; Potency, µM (series often up to 79.9 µM), for inactives: at the top dose activity change, negative = inhibition, hits mostly inhibitors; 0.006% of 240,000 active; AID 2112;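 also: 0% = enzyme with vehicle and -100% = no enzyme basal signal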
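Enzyme source: human spleen homogenate, 1 ug/well. Buffer 50 mM citric acid/K phosphate pH 5.0, 0.01% Tween-20. 4-MU-alpha-glucoside 1 mM; 37 C x 40 min; NaOH/glycine stop; fluorescence.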
SMN2 splice up: increases expression of the SMN2 splice variant | Potency, µM (series often up to 46.1 µM), for the others: at the top dose activity change, positive = activation, most hits filed as activators | AID 1458 | HEK293 SMN2-luciferase splicing reporter, luminescence, 30-36 h | 2.8% of 210,000 active; also: % of control where 0% means no effect; nearly all actives have a fitted effect of over 55% in size
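HEK293 cells carry an SMN2 […]–luciferase reporter in which exon 7 inclusion puts luciferase in frame. Cells were plated 10-12 h before compound addition, then incubated 30-36 h at 37C. ONE-Glo luminescence was read; sodium butyrate at 4.5 mM final served as control.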
GoLoco inh red: RGS12 GoLoco-Gai1 interaction inhibition | P63096 | Gai1:RGS12 GoLoco peptide FP, rhodamine, 10 min | Potency, µM (highest dose often 61.6 µM), without a hit: at the highest dose activity, negative = inhibition, hits mostly inhibitors | 0.44% of 230,000 active; active = well fitted inhibition curve with a large enough effect, not every such curve was filed as active; inactive = no such curve, though single readings can be large or run the other way; also: % is scaled to controls: 0 for no effect and ±100 for the full control effect; nearly all actives have a fitted effect of over 30% in size; many of its hits are not listed in these tables
GAA inhib: alpha-glucosidase (human) inhibition; 0.005% of 200,000 active; purified human GAA, 4-MU-alpha-glucoside fluorescence; AID 1466; P10253; Potency, µM (doses to about 76.9 µM), inactives show top-dose activity change, negative = inhibition, most hits filed as inhibitors;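 also: plate controls were uninhibited enzyme wells for no effect and no-enzyme background for full effect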
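Compounds are titrated up to 77 uM against 4 nM human enzyme. Substrate 4-methylumbelliferyl-alpha-D-pyranoside (400 uM) reacts 20 min at room temperature in pH 5.0 buffer; liberated 4-methylumbelliferone is read at 440 nm.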
GAA glycogen mod: GAA glycogen-cleavage inhibition or activation | recombinant GAA, glycogen substrate, Amplex Red glucose oxidase fluorescence | Potency, µM (doses to about 76.4 µM), without a hit: at the highest dose activity change, negative = inhibition, usual class: inhibitors | 0.38% of 300,000 active;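 also: 0% = full enzyme reaction and -100% = no-enzyme basal signal; the screen sought inhibitors and activators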
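qHTS, 1536-well; enzyme 4 nM final; cpd up to 77 uM; substrate bovine liver glycogen 30 ug; 50 mM citrate/phosphate pH 5.0, 0.01% Tween-20; 37 C, 40 min; Amplex Red detection 45 min RT; Hill fit → AC50.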
KDM4E inh: blocks human JMJD2E demethylase activity; B2RXH2; JMJD2E catalytic domain, FDH-coupled NADH fluorescence (FDH is formaldehyde dehydrogenase); Potency, µM (doses to about 57.1 µM), for the others: top-dose activity change, negative = inhibition, hits mostly inhibitors; 1.6% of 230,000 active; active = well fitted inhibition curve with a large enough effect, not every such curve was filed as active; inconclusive = small, poorly fitted or top-dose-only effect, or another doubt; inactive = no such curve, though single readings can be large or run the other way;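 also: 0% = wells with enzyme and -100% = buffer wells without enzyme; nearly all actives have a fitted effect of over 50% in size; many of its hits are not listed in these tables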
Target sequence (B2RXH2 1-337 limits assumed): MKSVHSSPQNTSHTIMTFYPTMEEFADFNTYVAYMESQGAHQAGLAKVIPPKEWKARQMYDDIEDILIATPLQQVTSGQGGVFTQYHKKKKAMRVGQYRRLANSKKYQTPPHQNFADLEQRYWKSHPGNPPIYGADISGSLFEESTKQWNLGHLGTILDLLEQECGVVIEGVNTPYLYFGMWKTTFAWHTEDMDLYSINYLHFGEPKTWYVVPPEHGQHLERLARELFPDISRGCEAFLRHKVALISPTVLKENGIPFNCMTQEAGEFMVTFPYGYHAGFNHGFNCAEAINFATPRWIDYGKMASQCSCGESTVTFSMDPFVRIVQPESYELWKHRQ
An asterisk follows results filed as active; ? = inconclusive; / = no result given; & = joins results of further samples; [ ] = remark or other dose. Unless noted, calls follow the shape of the dose curve; as a rule, active = well fitted curve in the direction sought with a large enough effect; inconclusive = small, poorly fitted or top-dose-only effect, or another doubt; inactive = no such curve, though single readings can be large; an effect the other way counts as inactive or inconclusive. Potency is read from the fitted curve at half-maximal effect.

smiles | GAA glycogen mod | GAA spleen mod | GoLoco inh red | SMN2 splice up | aGal spleen mod | GAA inhib | KDM4E inh | ALDH1A1 inh
Oc1ccc(Cl)cc1CN1CCN(Cc2ccccc2)CC1 | -1% | -9% | 5% | -10% | -4% | -5% | 4% | 15%
Cc1nnc(SCc2nc3ccccc3c(=O)n2-c2ccccc2Cl)n1N | 6% | -3% | 14% | / | -2% | -9% | -10% | 25µM*
O=S(=O)(c1ccc(Cl)cc1Cl)N1CCCC1c1cccnc1 (stereo not given) | 9% | 0% | -14% | / | 4% | / | -2% | /
O=C(Nc1ccc(C(F)(F)F)cc1)OC1CN2CCC1CC2 (stereo not given) | 4% | -21% | -2% | / | -23% | 6% | 4% | 9%
c1ccc(N2CCC3(CCNCC3)CC2)cc1 | / | -6% | -21% | -11% | -1% | / | / | -18%
COc1cc(CCN)ccc1O | / | -8%&3% | 4%&-5% | 3%&5% | ? | / | -29% | -7%&3%
Cc1nn(Cc2ccccc2)c(Cl)c1C(=O)Nc1ccc(OC(F)(F)F)cc1 | 15% | -14% | 8% | -38%[inhibitor] | -22% | -2% | 2% | 3%
N=C1c2ccccc2CN1c1ccc(F)c([N+](=O)[O-])c1 | 5% | 5% | -12% | / | 2% | 0% | 1% | 7%
O=C(CCCN1CCC2(CC1)C(=O)NCN2c1ccccc1)c1ccc(F)cc1 | 0% | -14% | 8% | -17% | 9% | ? | -7% | -15%
C=CCN1C(=O)NC(=O)/C(=C/c2ccc(N(C)C)c(Br)c2)C1=O | ? | 0% | 221%[activator] | 7% | 3% | ? | -24% | 13µM*
Cc1cc(C)cc(N2C(=O)NC(=O)/C(=C\C=C\c3ccco3)C2=O)c1 | 5% | -6% | 95%[activator] | -4% | -7% | -1% | -14% | ?
CC[N@+]1(C)CCC[C@@H](OC(=O)C(O)(c2ccccc2)c2ccccc2)C1 | / | 6%[29.1 µM] | 3%[21.6 µM] | -9%[20.6 µM] | -12%[29.1 µM] | / | 0%[25.5 µM] | 10%[20.9 µM]
CCC(=O)N1N=C(c2c(O)n(CCc3ccccc3)c(=O)[nH]c2=O)CC1c1ccc(OC)c(OC)c1 (stereo not given) | -11% | 6% | 9% | / | 2% | / | 20µM* | /
CC(C)Cc1nnc(NC(=O)CCC(=O)N2CCN(CCOC(c3ccccc3)c3ccccc3)CC2)s1 | -8% | -5% | -12% | -2% | -5% | -10% | 3% | ?
CN1C(=O)N(C)C(=O)C2(Cc3c(nc4ccccn4c3=O)N3CCC(Cc4ccccc4)CC32)C1=O (stereo not given) | 6% | 4% | 42%[activator] | 2% | 2% | -2% | 6% | 9%
C[N+]1(C)CCc2cc3c(cc2C1C1OC(=O)c2c1ccc1c2OCO1)OCO3 (stereo not given) | / | 2%&-2% | -39% | 14% | 6%&-7% | / | 3% | -5%
CCC(C)(C)n1nnnc1C(c1cccs1)N1CC=C(c2ccc(F)cc2)CC1 (stereo not given) | -3% | 2% | 10% | -21% | 11% | -11% | -19% | ?
ClCCNc1nc2ccc(Cl)cc2[nH]1 | 6% | -6% | 3% | -10% | -5% | 0% | -3% | 4%
O=[N+]([O-])c1ccc(-c2ccccc2)c([As](=O)(O)O)c1 | 5% | 2% | 4% | / | 2% | 4% | -1% | 4%
N=c1c2c(n(Cc3ccc(Cl)cc3Cl)c3c1CCC3)CCCC2 | -2% | -6% | 8% | / | 6% | -5% | 3% | 1%
C=C1C2C[C@]3(C4CC5[C@@]6(C)CC[C@H](O)[C@@]5(C3CC2=O)C4[N+]([O-])(CC)C6)[C@@H]1O (stereo not given in full) | / | 0% | -5% | -3% | 1% | / | 20% | 6%
O=C1NC(=O)C(C/C=C/c2ccccc2)C(=O)N1 | -16% | 1% | / | / | 8% | 9% | -18% | ?
O=[N+]([O-])c1ccc(Nc2ccccc2)cc1 | -1% | -7% | 11% | 5%[1.84 µM] | -6% | 0% | 3% | 13%
Clc1ccc(-c2nc3ccc(Cl)cn3c2CN2CCOCC2)cc1 | -2% | -4% | -10% | -10% | -5% | 1% | ? | -2%
CCN1C(=O)NC(=O)/C(=C\c2ccc(N3CCOCC3)cc2OC)C1=O | 9% | -7% | 187%[activator] | 7% | -8% | -1% | -6% | ?
CC(C)C[C@H]1C(=O)N2CCC[C@@H]2[C@]2(O)O[C@](NC(=O)[C@@H]3C=C4c5cccc6[nH]c(Br)c(c56)C[C@H]4N(C)C3)(C(C)C)C(=O)N12 | / | -5% | 3% | / | 0% | / | ? | -1%
CCN[C@]1(c2cccs2)CCCCC1=O | / | -5%[29.1 µM] | 5%[21.6 µM] | -1%[20.6 µM] | 1%[29.1 µM] | / | 2%[25.5 µM] | 2%[20.9 µM]
Cc1ccc(N2C(=O)NC(=O)/C(=C\c3cc(C)n(-c4sc5c(c4C#N)CCCC5)c3C)C2=O)cc1 | -13% | -19% | 42%[activator] | -53%[inhibitor] | -3% | 1% | -4% | 0.79µM*
CCn1c(O)c(C(=O)CC2NCCc3ccccc32)c(=O)n(CC)c1=S (stereo not given) | -12% | 9% | 30%[activator] | -5% | -11% | 6% | -10% | 1.3µM*
CN1C2CCC1CC(NC(=O)c1nn(C)c3ccccc13)C2 (stereo not given) | / | -8%&-4% | 11%&3% | 16%&15% | -2%&0% | / | ? | -13%
Cc1ccc2c(c1)C1CN(C)CCC1N2C(=O)Cc1cccs1 (stereo not given) | -7% | 1% | 8% | 0% | 0% | -2% | -1% | 0%
CCN1CCN(CC(=O)c2c(C)n(Cc3ccccc3)c3ccc(OC)cc23)CC1 | 9% | -2% | -3% | 17% | -17% | -14% | -4% | ?
Oc1ccc(Cl)cc1 | / | 2%&4% | -6%&3% | 8%&5% | -10%&0% | / | -4% | 5%&14%
COC(=O)C1C(OC(=O)c2ccccc2)CC2CCC1N2C (stereo not given) | 15% | -2%&0% | -2%&2% | / | 2%&6% | / | 0% | 7%&3%
CC[n+]1c(-c2ccccc2)c2cc(N)ccc2c2ccc(N)cc21 | / | -15%&-13%&0% | 5.6µM* | -104%&-15%[inhibitor] | ? | / | ? | -8%&2%
CN(C(=O)Cc1ccc(Cl)c(Cl)c1)[C@@H](CN1CCCC1)c1cccc(OCC(=O)O)c1 | / | 5% | -8% | / | 9% | / | -2% | 2%
O=c1[nH]c(=O)n(-c2cccc(Cl)c2)c(O)c1/C=N/c1ccccn1 | 8% | -4% | -2% | 6% | 1% | 5% | -6% | -2%
CC[N+](CC)(CC)CCCOC(=O)C(O)(c1ccccc1)C1CCCCC1 (stereo not given) | 1% | 5% | 2% | 11% | 7% | -6% | -5% | 8%
COc1cc2c(cc1O)C(Cc1ccc(O)cc1)NCC2 (stereo not given) | 0% | -8% | 5% | -2% | -15% | -30% | ? | 4%
CC1=CC(=O)C2=C(C)C[C@H](O)[C@H]3[C@H](C)C(=O)O[C@@H]3C12 (stereo not given in full) | / | 15% | 0% | / | -2% | / | -1% | -1%
CC(=O)CC(C)C | / | 4% | -6% | -6% | 19% | / | / | 13µM*
Cc1ncc([N+](=O)[O-])n1CCOC(N)=O | 4% | -9% | -2% | / | ? | / | -7% | /
COc1cccc(-c2cc(C(F)(F)F)n3nc(C(=O)N4CCC5(CC4)OCCO5)cc3n2)c1 | -18% | 0% | 5% | -11% | 3% | -4% | -9% | 13µM*
Fc1ccc(C(OCCN2CCCC2)c2ccc(Br)cc2)cc1 (stereo not given) | -1% | -2% | 9% | -11% | -9% | ? | -17% | 13%
O=C(Nc1nnc(SCc2ccccc2Cl)s1)C1COc2ccccc2O1 (stereo not given) | 2% | 4% | 5% | -14% | 3% | -16% | -20% | ?
C=C1C/C(=C\C)C(=O)O[C@@H]2CCN3CC=C(COC(=O)[C@@]1(C)O)[C@H]23 | / | -13%[29.1 µM] | 0%[21.6 µM] | -10%[20.6 µM] | 0%[29.1 µM] | / | ? | 18%[20.9 µM]
O=C1C(=O)c2cccc3cccc1c23 | -1% | 2% | 0% | -15% | -5% | 8% | 1% | ?
C=CCN1CC[C@]23c4c5ccc(O)c4OC2C(=O)CC[C@]3(O)C1C5 (stereo not given in full) | / | -9% | -3% | -6% | 7% | / | 3% | 1%
CC(C)C[C@H](NC(=O)[C@@H]1CCCN1C(=O)[C@@H](N)Cc1ccc(O)cc1)C(=O)NCC(N)=O | 2% | -5% | -3% | -34%[inhibitor] | 7% | -6%[15.4 µM] | -16% | -3%
CN1CCN(C(=O)Cc2ccccc2)CC1 | -2% | -9% | 6% | / | -6% | / | 0% | /
CC1(C)CN=C(NCc2ccccc2Cl)S1 | 2% | -5% | 1% | 10% | -3% | ? | 1% | 9%
O=P1(NC2CCCC2)COc2ccccc2OC1 | 1% | -3% | -9% | 7% | 1% | -3% | 1% | -9%
O=C(Cn1ncc2c3ccccc3n(Cc3ccccc3F)c2c1=O)N1CCC2(CC1)OCCO2 | -6% | 1% | 0% | -21% | 6% | 8% | ? | -6%
Nc1cccc([N+](=O)[O-])c1 | 9% | -4%&-3% | -5%&-2% | 7%&0% | -8%&3% | ? | 1% | 4%
CN1CCC(OC(=O)C2c3ccccc3Oc3ccccc32)CC1 | 7% | -2% | -5% | 0% | -5% | -2% | 3% | 11%
O=C(Nc1cccc(Cl)c1)OC1CN2CCC1CC2 (stereo not given) | 3% | -4% | 3% | / | 2% | 0% | 7% | 12%
COc1cccc(N2CCN(Cc3ccc(Cl)cc3)CC2)c1 | 4% | -1% | -17% | -51%[inhibitor] | -1% | -4% | 20µM* | 10µM*
Cc1cccc(NC(=O)CSc2ccc(-c3ccco3)nn2)c1 | 13% | 15% | 172%[activator] | -37%[inhibitor] | 18% | -2% | 1% | ?
COC(=O)C1=Nc2ccccc2/C1=C\c1c(O)n(-c2ccc(OC)cc2)c(=O)[nH]c1=O | -20% | -4% | 67%[activator] | -7% | -14% | ? | 18µM* | 22µM*
O=C(O)CCC1NCC2CC1CN1CCCCC21 (stereo not given) | / | -6% | 4% | -5% | 4% | / | 2% | 13%
CC(ON1CC1(C(F)(F)F)C(F)(F)F)(C(N)=O)C(N)=O (stereo not given) | 10% | -4% | 1% | 6% | -3% | -1% | 7% | 8%
COc1cccc(CCNCc2cccc(C(F)(F)F)c2)c1 | 15% | 2% | -3% | 9% | -2% | -3% | ? | 0%

This is a subset (hit frequency here may not be typical).
